ASM inhibitor = human S-ASM enzyme inhibition | AID 504937 | Potency, µM (doses to about 57.5 µM), for the others: top-dose activity change, negative = inhibition, usual class: inhibitors | placental ASM, HMU-PC fluorogenic substrate, 60 min | P17405 | 340,000 tested, 0.006% active; further: potency means the concentration at half of the fitted maximal effect
Target sequence (P17405 47-631 limits assumed): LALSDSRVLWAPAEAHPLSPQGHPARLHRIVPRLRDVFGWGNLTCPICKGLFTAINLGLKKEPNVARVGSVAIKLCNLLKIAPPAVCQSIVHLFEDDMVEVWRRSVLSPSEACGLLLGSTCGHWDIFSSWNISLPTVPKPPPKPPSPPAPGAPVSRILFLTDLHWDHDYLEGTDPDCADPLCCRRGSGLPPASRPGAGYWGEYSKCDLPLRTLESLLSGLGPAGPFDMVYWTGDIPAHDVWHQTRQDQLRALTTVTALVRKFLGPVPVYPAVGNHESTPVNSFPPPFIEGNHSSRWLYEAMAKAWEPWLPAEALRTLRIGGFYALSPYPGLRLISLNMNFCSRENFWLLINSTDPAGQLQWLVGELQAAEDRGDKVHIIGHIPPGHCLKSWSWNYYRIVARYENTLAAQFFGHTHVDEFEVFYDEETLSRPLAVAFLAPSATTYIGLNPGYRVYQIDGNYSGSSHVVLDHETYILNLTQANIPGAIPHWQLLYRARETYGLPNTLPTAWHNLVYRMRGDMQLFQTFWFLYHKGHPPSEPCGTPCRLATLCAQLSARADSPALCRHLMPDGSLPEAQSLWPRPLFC
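Steps: dispense placental human ASM, pin compound, wait 10 min at room temperature, add HMU-PC0 substrate at 9 uM final, incubate 60 min at 37 °C, add stop solution raising pH to 10, read fluorescence.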
Eya2 phos inh = Eya2 (human) phosphatase inhibition | 330,000 tested, 0.006% active | recombinant Eya2, OMFP fluorescence dephosphorylation (OMFP is methylfluorescein phosphate) | AID 488837 | Potency, µM (titrated, usually from 76.9 µM), for the others: at the top dose activity, negative = inhibition, hits mostly inhibitors | O00167; further: potency means the concentration at half of the fitted maximal effect; on the % scale 0 is the no-effect control and ±100 the full control effect
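Eya2 protein (added as 0.2 uM solution) was preincubated with compound for 10 min at ambient temperature in 50 mM HEPES pH 7.5, 50 mM NaCl, 5 uM MgCl2, 0.05% BSA, 1 mM DTT. OMFP (added at 50 uM) then reacted 10 min; fluorescence read at 485/525 nm.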
USP2a inh = inhibitors of human ubiquitin-specific protease USP2a | Potency, µM (highest dose often 38.3 µM), without a hit: at the top dose activity change, negative = inhibition, actives largely listed as inhibitors | O75604 | 330,000 tested, 0.01% active | AID 463254 | USP2 core, Ub-CHOP2 coupled fluorogenic reporter, 485/531;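 further: potency means the concentration at half of the fitted maximal effect; plate controls were DMSO wells for no effect and full inhibition by NEM control for full effect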
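USP2 core (10nM final) preincubated 30min RT with compound in 20mM Tris-HCl pH 8.0, 2mM CaCl2, 2mM beta-mercaptoethanol, 0.05% CHAPS; 25nM Ub-CHOP2 plus 25nM reporter substrate added, fluorescence (Ex485/Em531) read after 60min.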
B2AR arrestin = recruits beta-arrestin to the human beta2-adrenergic receptor; Potency, µM (highest dose often 46.1 µM), without a hit: at the highest dose activation, most hits filed as activators; beta-arrestin recruitment to beta2AR, cell-based reporter; 330,000 tested, 0.02% active;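 further: potency means the concentration at half of the fitted maximal effect; 0% = DMSO controls and full agonism = EC100 isoproterenol or metaproterenol; nearly all actives have a fitted effect of over 65% in size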
a7 integrin act = activates integrin-mediated alleviation for muscular dystrophy | Potency, µM (titrated, usually from 38.3 µM), for inactives: at the highest dose activation, actives largely listed as activators | alpha7betagal myoblasts, beta-gal FDG fluorescence, 48 h | AID 624291 | 350,000 tested, 0.064% active;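 further: potency means the concentration at half of the fitted maximal effect; 100% = response of the positive control SU9516; nearly all actives have a fitted effect of over 60% in size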
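alpha7betagal+/- myoblasts (passage 13, 250/well) treated 48 h at 37C with compounds at 1:260 dilution of DMSO stock. Lysed, then beta-galactosidase activity read as FDG fluorescence (ex 480/em 540) after 30 min, with pre-read for autofluorescence.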
TRPV1 ag = activates the human vanilloid receptor TRPV1; Q8NER1; AID 540275; activation, % at 8.33 µM; 320,000 tested, 0.19% active; TRPV1-expressing cells, Fluo-8 calcium influx, agonist mode; in the data active means activation above about 80%; inconclusive means between about 30% and that limit; further: 0% is about no effect
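Fluo-8 calcium influx in TRPV1-expressing cells, kinetic read (ex 480/em 520 nm). Compound added and read 3 min for agonist activity, followed by capsaicin at EC20 final and 2 min further read for enhancement.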
ELG1 genotoxic = induces genotoxicity in HEK293T cells with luciferase-tagged ELG1; HEK293T ELG1-luciferase reporter, luminescence, 16 h; Potency, µM (top dose mostly 46 µM), for the others: top-dose activity change, positive = activation, most hits filed as activators; 330,000 tested, 1.3% active; AID 504466; further: potency means the concentration at half of the fitted maximal effect; % of control where 0% means no effect; nearly all actives have a fitted effect of over 60% in size
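Screening used a luciferase reporter fused to human ELG1 in HEK293T cells. Luminescence was read on a CCD plate imager after 16 hr exposure and 30 min ONE-Glo incubation.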
BRCA1 expr up = activators of BRCA1 expression | MCF7-BRCA1-FFLuc reporter, luminescence, 48 h; response scale: scaled: vehicle 0%, 10 µM genistein 100% | Potency, µM (titrated, usually from 46.1 µM), for the others: top-dose activation, actives largely listed as activators | 380,000 tested, 1.1% active | AID 624202; further: potency means the concentration at half of the fitted maximal effect; nearly all actives have a fitted effect of over 80% in size; some results filed as inactive show a strong effect at the top dose
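MCF7 cells carrying a BRCA1-firefly luciferase reporter (2000 cells/well, phenol-red free MEM) were attached for 2 h at 37 °C, then given compounds for 48 h. Luminescence was read 15 min after luciferase reagent; activity normalized to genistein (10 microM) and DMSO.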
uPA generation = blocks generation of uPA at the cell surface. cell surface uPA generation assay, qHTS. 330,000 tested, 0.31% active. Potency, µM (doses to about 38.3 µM), for inactives: top-dose activity change, negative = inhibition, most hits filed as inhibitors; active means well fitted inhibition curve with a large enough effect; inconclusive means small, poorly fitted or top-dose-only effect; inactive means no such curve, though single readings can be large or run the other way; tested in mouse RAW 264.7 cells; further: potency means the concentration at half of the fitted maximal effect; on the % scale 0 is the no-effect control and ±100 the full control effect; nearly all actives have a fitted effect of over 55% in size
TSG101-PTAP inh = blocks PTAP/TSG101 interaction to inhibit HIV-1 budding | Q99816 | Fluorescence polarization, FITC-PTAP peptide / Tsg101 binding | Potency, µM (titrated, usually from 115 µM), for inactives: at the top dose activity change, negative = inhibition, hits mostly inhibitors | 340,000 tested, under 10 active | AID 493005; active means well fitted inhibition curve with a large enough effect in the main read-out, with a control signal flat, not every such curve was filed as active; inconclusive means small, poorly fitted or top-dose-only effect, or effect the other way, or a change in a side signal; inactive means no such curve, though single readings can be large or run the other way; further: potency means the concentration at half of the fitted maximal effect; % of control where 0% means no effect
Target sequence (Q99816 whole entry, looked up): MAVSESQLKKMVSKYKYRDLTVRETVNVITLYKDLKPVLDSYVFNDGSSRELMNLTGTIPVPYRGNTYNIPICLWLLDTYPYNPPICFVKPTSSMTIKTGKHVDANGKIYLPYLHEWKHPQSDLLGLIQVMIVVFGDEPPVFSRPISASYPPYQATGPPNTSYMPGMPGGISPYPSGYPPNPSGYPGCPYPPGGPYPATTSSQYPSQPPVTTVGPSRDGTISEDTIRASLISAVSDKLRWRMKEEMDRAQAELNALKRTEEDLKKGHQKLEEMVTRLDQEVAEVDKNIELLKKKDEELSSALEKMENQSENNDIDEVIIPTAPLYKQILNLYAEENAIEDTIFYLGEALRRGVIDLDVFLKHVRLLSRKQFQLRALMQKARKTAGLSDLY
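Fluorescence anisotropy tracks displacement of a FITC-tagged PTAP peptide (50 nM) from the Tsg101 binding domain (10 uM), following a 20 min room-temperature incubation at pH 7.5.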
p53 reactivation = restores transcriptional activity of mutant p53; H1299 p53-A138V BP100-luciferase reporter, luminescence, 24 h; AID 504706; Potency, µM (highest dose often 92.2 µM), without a hit: at the top dose activity change, positive = activation, most hits filed as activators; 320,000 tested, 0.063% active; further: potency means the concentration at half of the fitted maximal effect; % of control where 0% means no effect; nearly all actives have a fitted effect of over 45% in size
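H1299 (p53-null), stable ts p53-A138V + BP100-Luc; 1000 cells/well, Opti-MEM/10% FBS; cpd 4 pt, 1:5; 24 h, 37 deg C, 5% CO2; detection reagent 10 min RT; luminescence.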
An asterisk follows results filed as active; u = inconclusive; x = not tested or not shown; [ ] = dose if it differs, or a comment. Unless noted, the call rests on the fitted dose curve; in most records, active means well fitted curve in the direction sought with a large enough effect; inconclusive means small, poorly fitted or top-dose-only effect, or another doubt; inactive means no such curve, though single readings can be large; an effect the other way counts as inactive or inconclusive. Outcome played no part in choosing rows; about 2.6% have a hit in one of these screens.

SMILES	ASM inhibitor	Eya2 phos inh	USP2a inh	B2AR arrestin	a7 integrin act	TRPV1 ag	ELG1 genotoxic	BRCA1 expr up	uPA generation	TSG101-PTAP inh	p53 reactivation
Cc1cccc(NC(=O)c2cccc(C(=O)Nc3cccc(C)c3)n2)c1	-1%	x	x	x	-14%	x	x	-12%	0%	-1%	x
CS(=O)(=O)c1ccc2nc(NC(=O)C3=NN(c4ccccc4)C(=O)CC3)sc2c1	-2%	9%	1%	-0.4%	-10%	2	-7%	-2%	-5%	-3%	-2%
CCCCc1cn([C@@H](CCCCN)C(=O)N2CCNCC2)nn1	3%	-9%	3%	0.0%	18%	3	6%	1%	12%	-21%	1%
Cc1nc2ccccn2c1/C(O)=C1\C(=O)C(=O)N(CCN2CCOCC2)C1c1ccncc1 (stereo not given)	-1%	22%	3%	-0.5%	3%	-2	-3%	-9%	6%	-8%	30%
N#Cc1ccc(C2=CC(=O)C[C@H](c3ccc(F)cc3)C2)cc1	-17%	-1%	-10%	0.0%	-16%	u	0%	-4%	0%	-4%	2%
O=C(NCCc1ccc2c(c1)OCCO2)c1ccccc1F	6%	1%	-1%	-1.7%	22%	27	16%	u	-4%	-1%	u
O=C(c1ccccc1)c1ccc[nH]1	0%	x	x	x	21%	x	x	22%	1%	0%	x
O=C(CC1Nc2ccccc2NC1=O)c1ccccc1 (stereo not given)	x	-1%[15.4 µM]	0%	0.2%	x	11	9.2µM*	x	x	x	u
O=C(COc1ccc(F)cc1Br)N1CCN(c2ncccn2)CC1	5%	-3%	-2%	0.1%	3%	-6	2%	-12%	-8%	2%	-6%
O=C(/C=C/c1ccccc1)c1ccccc1O	-2%	-1%	-5%	-1.7%	-4%	15	17%	-25%	u	-4%	21%
Cc1cc(C(=O)CSc2nncs2)c(C)n1-c1ccc2c(c1)OCO2	-3%	7%	0%	0.5%	-29%	24	5%	69%	-11%	-13%	u
O=C(Nc1nccs1)c1cc2sccc2n1Cc1ccc(F)cc1	4%	-2%	-3%	-0.2%	2%	1	u	25%	x	-3%	0%
O=[N+]([O-])c1cccc(/C=C/c2nc(C=Nc3ccccc3)c(O)o2)c1	-2%	27%	6%	0.1%	-4%[7.66 µM]	-1	3%	1%	x	-10%	1%
CCCn1c2ccccc2c2nnc(SCC(=O)Nc3c(C)n(C)n(-c4ccccc4)c3=O)nc21	3%	-4%	2%	-0.7%	-12%	-2	-5%	-15%	-4%	-3%	-21%
COc1ccc(OC)c(C(C(=O)NCc2ccco2)N(C(=O)Cn2nnc3ccccc32)C2CC2)c1 (stereo not given)	0%	12%	-1%	-0.9%	2%	7	-3%	-3%	-6%	-4%	-4%
CC(=O)Nc1ccc(NC(=O)c2sc(-c3ccccc3)nc2C)cc1	-8%	-12%	1%	0.2%	-13%	u	-3%	34%	0%	1%	-7%
Cn1c(=O)c2c(SCC(=O)N3CCOCC3)nc(CC(C)(C)C)nc2n(C)c1=O	x	-12%	-1%	-0.4%	x	0	2%	x	x	x	-10%
Cc1ccc(S(=O)(=O)C2(C(=O)Nc3ccc4c(c3)OCO4)CC2)cc1	2%	14%	0%	-0.3%	-4%	0	-1%	-5%	2%	-6%	5%
O=c1[nH]c(=O)c2[nH]c(=O)n(-c3ccccc3)c2[nH]1	5%	x	x	x	5%	x	x	1%	2%	-15%	x
Cc1ccc(CN2CCN(CC3CC4C=CC3C4)CC2)cc1 (stereo not given)	0%	-23%	-3%	-0.2%	-38%	15	-3%	-12%	3%	0%	2%
O=C(/C=C/c1ccco1)Nc1nc(-c2ccccc2)cs1	-1%	-10%	-1%	0.6%	-14%	u	13%	8.9µM*	0%	-2%	u
CN(C)P(=NC(=O)COc1ccc(Cl)cc1Cl)(N(C)C)N(C)C	3%	-9%	4%	0.4%	16%	4	-7%	-36%	x	-10%	1%
C=CCN1CN(S(=O)(=O)c2cccc(Cl)c2)c2nc3ccccc3nc21	0%	0%	1%	3.7%	u	4	1%	-26%	-12%	-2%	6%
Cc1ccccc1CN(c1ccc(C(=O)Nc2ccccc2C(=O)N2CCCC2)cc1)S(C)(=O)=O	-2%	11%	0%	-1.0%	-13%	-3	1%	-10%	-2%	-4%	-1%
CC(=O)Nc1ccc2ccc3cccc4ccc1c2c34	64%[activator]	3%	3%	-0.7%	5%	1	-3%	30%	0%	-5%	-2%
CCOC(=O)c1cnc2c(N=Nc3cccc(Cl)c3)c(N)nn2c1N	x	1%	0%	-0.2%	x	-2	9%	x	x	x	-2%
Cc1c2cnn(CC(=O)NCc3ccccn3)c(=O)c2c(C)n1Cc1ccc(Cl)cc1	1%	-6%	0%	-0.1%	25%	3	-7%	-7%	0%	-2%	-3%
COc1ccc(S(=O)(=O)NCC2CCC(C(=O)NCCC(C)C)CC2)cc1 (stereo not given)	8%	13%	2%	-1.6%	14%	-2	0%	0%	2%	-2%	0%
O=C(NNC(=S)Nc1ccc(Cl)cc1Cl)c1ccncc1	1%	-3%	1%	0.2%	15%	9	6%	4%	2%	-6%	17%
CSc1nnc(CCNC(=O)OC(C)(C)C)o1	1%	-7%	-1%	0.3%	11%	0	6%	25%	-3%	-9%	1%
O=C1c2cccc3cccc(c23)C(=O)N1CCCN(C(=O)c1cccs1)c1cccc(F)c1	-4%	1%	5%	0.3%	0%	0	1%	-53%	0%	0%	0%
CC(C)(C)OC(=O)N1CCC(c2cc(-c3cccs3)n[nH]2)CC1	-6%	-7%	1%	-0.3%	42%	2	-6%	0%	1%	-3%	2%
O=C(NCc1ccc(-c2csnn2)cc1)c1cc(Cl)cc(Cl)c1	2%	-29%	0%	-0.6%	0%	29	0%	5%	-2%	1%	2%
COC(=O)c1sccc1NC(=O)c1c(F)c(F)c(F)c(F)c1F	0%	x	x	x	-79%[inhibitor]	x	x	-81%[inhibitor]	-2%	-3%	x
Cc1oc(-c2ccc(Cl)cc2)nc1CN1CCCN(C(=O)c2ccco2)CC1	2%	1%	0%	-0.1%	12%	4	-4%	-7%	-2%	0%	-12%
COc1ccc(N(CC(=O)NC2CCCC2)C(=O)CCC(=O)Nc2cc(C)on2)c(OC)c1	2%	4%	-1%	-0.5%	-4%	0	2%	8%	-3%	-5%	-25%
Cc1cc(C)nc(SCc2ccc(C(=O)NN=C3C4CC5CC(C4)CC3C5)cc2)n1	0%	0%	4%	-1.7%	-2%	7	1%	-6%	0%	-5%	-8%
CN1C=CC2=C(C#N)C(N)C(C#N)(C#N)C(c3ccccc3)C2C1 (stereo not given)	x	23%	10%	0.0%	1%	2	0%	-16%	-3%	-22%	3%
CN(CC1CCOCC1)C(=O)CC1C(=O)NCCN1C/C=C/c1ccccc1 (stereo not given)	4%	8%	1%	-0.5%	-20%	-2	2%	19%	4%	-4%	3%
COc1ccc(-n2nc3cc(C)c(NC(=S)NC(=O)c4ccccc4C)cc3n2)cc1	29%	3%	6%	4.3%	8%[7.66 µM]	5	u	5%	x	-5%	u
CCc1nccn1S(=O)(=O)c1cc(OC)ccc1OC	4%	5%	0%	-0.6%	-6%	-2	-1%	7%	u	-5%	x
CCSc1ncc(Cl)c(C(=O)Nc2ccccc2)n1	-2%	1%	-6%	-0.6%	13%	u	3%	-60%	-7%	-1%	-5%
COc1ccc(CN2CCN(C(=O)c3ccco3)CC2)cc1OC	-2%	8%	-1%	-0.9%	-7%	-3	1%	5%	-3%	0%	-3%
COc1cc2c(cc1OC)C(COc1ccc(F)cc1)NCC2 (stereo not given)	-2%	1%	0%	0.0%	-63%[inhibitor]	12	-3%	-6%	7%	2%	-1%
Cn1cccc1CC(=O)NNC(=O)Nc1ccc(Cl)cc1	-1%	-5%	4%	-0.3%	-2%	-3	1%	7%	5%	-3%	1%

Compounds shown so far containing a cyano group:
SMILES	ASM inhibitor	Eya2 phos inh	USP2a inh	B2AR arrestin	a7 integrin act	TRPV1 ag	ELG1 genotoxic	BRCA1 expr up	uPA generation	TSG101-PTAP inh	p53 reactivation
N#Cc1ccc(C2=CC(=O)C[C@H](c3ccc(F)cc3)C2)cc1	-17%	-1%	-10%	0.0%	-16%	u	0%	-4%	0%	-4%	2%
CN1C=CC2=C(C#N)C(N)C(C#N)(C#N)C(c3ccccc3)C2C1 (stereo not given)	x	23%	10%	0.0%	1%	2	0%	-16%	-3%	-22%	3%
